Pf apPOL inh – Pf-apPOL DNA polymerase inhibition. inhibition, % at 10 µM. 0.25% of 210,000 active. Recombinant Pf-apPOL, molecular beacon fluorescence, 1.5 h
mHTT-CaM PPI inh – inhibitors of human mutant huntingtin-calmodulin interaction. P42858. AlphaScreen His-mHTT/GST-CaM binding, luminescence. inhibition, % at 15 µM. 3.6% of 190,000 active. AID 1671202;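 note: 0% = both proteins with DMSO and 100% = one protein alone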
Target sequence (P42858 whole entry, looked up, stated change not applied): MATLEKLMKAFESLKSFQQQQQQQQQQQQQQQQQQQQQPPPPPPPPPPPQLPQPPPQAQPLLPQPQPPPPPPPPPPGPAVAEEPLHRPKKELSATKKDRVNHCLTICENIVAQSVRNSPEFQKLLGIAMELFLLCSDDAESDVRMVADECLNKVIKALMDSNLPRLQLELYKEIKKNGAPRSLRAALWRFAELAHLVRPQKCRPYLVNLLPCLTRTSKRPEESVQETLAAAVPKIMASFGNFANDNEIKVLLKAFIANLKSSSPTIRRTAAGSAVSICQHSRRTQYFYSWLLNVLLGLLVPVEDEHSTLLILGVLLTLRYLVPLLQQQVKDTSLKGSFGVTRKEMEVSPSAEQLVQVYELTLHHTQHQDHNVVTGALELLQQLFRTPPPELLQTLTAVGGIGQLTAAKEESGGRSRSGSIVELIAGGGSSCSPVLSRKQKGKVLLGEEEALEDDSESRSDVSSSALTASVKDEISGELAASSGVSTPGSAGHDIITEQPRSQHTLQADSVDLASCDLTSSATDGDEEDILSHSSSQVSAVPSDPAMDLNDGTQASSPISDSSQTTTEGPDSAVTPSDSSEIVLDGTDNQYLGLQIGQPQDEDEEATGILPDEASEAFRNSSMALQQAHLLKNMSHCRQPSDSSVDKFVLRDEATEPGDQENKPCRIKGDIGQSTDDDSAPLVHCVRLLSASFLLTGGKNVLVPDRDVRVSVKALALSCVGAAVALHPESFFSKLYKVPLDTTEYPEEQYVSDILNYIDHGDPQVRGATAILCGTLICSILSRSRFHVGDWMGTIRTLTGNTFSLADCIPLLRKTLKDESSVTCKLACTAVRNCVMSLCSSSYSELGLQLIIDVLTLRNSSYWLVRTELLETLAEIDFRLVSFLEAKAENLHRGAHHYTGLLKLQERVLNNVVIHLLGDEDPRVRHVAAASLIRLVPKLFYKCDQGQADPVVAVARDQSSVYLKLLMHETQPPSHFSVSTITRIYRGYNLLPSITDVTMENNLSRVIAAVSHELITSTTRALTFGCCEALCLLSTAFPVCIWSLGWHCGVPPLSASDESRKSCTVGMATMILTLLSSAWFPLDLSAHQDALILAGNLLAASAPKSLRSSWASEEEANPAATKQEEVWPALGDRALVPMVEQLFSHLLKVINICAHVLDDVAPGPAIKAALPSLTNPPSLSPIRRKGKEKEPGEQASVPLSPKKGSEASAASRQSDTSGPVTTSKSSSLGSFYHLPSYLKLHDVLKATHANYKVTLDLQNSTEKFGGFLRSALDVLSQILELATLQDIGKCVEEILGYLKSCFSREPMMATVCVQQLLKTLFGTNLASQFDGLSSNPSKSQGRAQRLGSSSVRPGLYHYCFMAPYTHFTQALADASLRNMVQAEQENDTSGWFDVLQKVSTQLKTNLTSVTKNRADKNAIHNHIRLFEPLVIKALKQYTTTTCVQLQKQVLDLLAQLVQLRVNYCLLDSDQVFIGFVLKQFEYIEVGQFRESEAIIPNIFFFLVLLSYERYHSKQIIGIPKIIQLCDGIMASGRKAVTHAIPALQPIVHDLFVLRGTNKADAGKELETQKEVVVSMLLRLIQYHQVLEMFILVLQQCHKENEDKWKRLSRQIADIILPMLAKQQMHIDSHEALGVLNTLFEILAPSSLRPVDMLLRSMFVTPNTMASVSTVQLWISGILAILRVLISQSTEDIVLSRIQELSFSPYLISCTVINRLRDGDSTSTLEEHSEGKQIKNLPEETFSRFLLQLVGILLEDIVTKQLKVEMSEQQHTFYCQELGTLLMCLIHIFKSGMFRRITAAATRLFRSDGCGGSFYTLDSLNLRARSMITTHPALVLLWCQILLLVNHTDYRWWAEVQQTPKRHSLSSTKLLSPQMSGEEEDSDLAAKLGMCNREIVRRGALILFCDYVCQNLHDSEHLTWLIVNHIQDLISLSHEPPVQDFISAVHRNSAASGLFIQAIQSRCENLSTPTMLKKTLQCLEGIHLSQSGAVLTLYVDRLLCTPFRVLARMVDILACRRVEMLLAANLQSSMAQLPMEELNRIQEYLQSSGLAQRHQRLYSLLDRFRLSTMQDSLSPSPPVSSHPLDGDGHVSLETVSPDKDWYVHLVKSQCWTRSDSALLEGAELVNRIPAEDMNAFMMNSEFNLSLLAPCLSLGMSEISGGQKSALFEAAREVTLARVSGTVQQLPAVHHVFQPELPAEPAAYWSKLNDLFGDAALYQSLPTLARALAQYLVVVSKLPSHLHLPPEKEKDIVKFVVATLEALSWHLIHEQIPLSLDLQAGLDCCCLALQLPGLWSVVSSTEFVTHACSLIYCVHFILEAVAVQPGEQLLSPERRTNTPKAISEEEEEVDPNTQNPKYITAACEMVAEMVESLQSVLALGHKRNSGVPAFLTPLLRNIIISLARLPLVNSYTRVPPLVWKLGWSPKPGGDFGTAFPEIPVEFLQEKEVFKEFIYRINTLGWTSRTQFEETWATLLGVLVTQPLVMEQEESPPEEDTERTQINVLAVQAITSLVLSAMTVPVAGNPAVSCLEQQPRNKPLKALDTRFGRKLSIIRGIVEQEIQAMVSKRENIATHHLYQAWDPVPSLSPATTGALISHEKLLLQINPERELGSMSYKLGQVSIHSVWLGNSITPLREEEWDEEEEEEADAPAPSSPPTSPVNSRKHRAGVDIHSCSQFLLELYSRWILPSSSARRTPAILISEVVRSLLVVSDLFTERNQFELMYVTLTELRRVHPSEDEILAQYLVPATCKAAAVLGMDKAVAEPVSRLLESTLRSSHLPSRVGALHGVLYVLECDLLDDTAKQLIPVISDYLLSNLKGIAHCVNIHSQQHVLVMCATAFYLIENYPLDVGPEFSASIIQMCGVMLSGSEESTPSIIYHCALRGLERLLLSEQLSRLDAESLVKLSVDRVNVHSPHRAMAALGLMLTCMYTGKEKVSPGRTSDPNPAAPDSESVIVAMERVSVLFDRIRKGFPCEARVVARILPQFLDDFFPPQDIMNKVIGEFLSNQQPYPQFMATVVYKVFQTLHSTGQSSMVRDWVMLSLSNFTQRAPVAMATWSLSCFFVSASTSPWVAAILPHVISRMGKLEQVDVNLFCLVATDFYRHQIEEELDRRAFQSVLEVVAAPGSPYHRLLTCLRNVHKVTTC
Active calls of the source: *; · = no result given; & = joins results of further samples. Cut-off read from the data, not from the text of the source: active = inhibition above about 50%; inactive = the rest.

SMILES	Pf apPOL inh	mHTT-CaM PPI inh
O=C1Nc2ccccc2OC1C(=O)N1CCN(C(=O)c2ccco2)CC1 (stereo unspecified)	-0.7	32.1
Cc1nc(-c2ncc(-c3ccccc3)o2)c(C(F)(F)F)o1	-4.9	·
O=C(COc1ccc(-c2ccccc2)cc1)N1CCN(C(=O)c2cccnc2)CC1	-1.9	10.7
COc1cc(OC)cc(C(=O)Nc2c(C)cc(C)cc2Cl)c1	-1.5	-5.7
CC(=O)c1csc(-c2cc(C)on2)n1	-9.0	·
Cc1nn(Cc2ccc(Cl)c(Cl)c2)c(C)c1NC(=O)CCCn1nc(C)c([N+](=O)[O-])c1C	-9.6	14.0
CN(C)c1ccc(C=NCC23CC4CCC(CC(C4)C2)C3)cc1	2.8	4.0
O=C(Nc1ccc(Cl)c(Cl)c1)OCc1ccco1	1.0	-27.7
CCn1c(N2CCC(C(=O)NCc3cccc(Cl)c3)CC2)cc(=O)n(C)c1=O	-1.9	58.6*
COCCN1C(=O)C(O)=C(C(=O)c2cccs2)C1c1cccc(Cl)c1 (stereo unspecified)	2.0	-1.7
CC(C)(C)CC(C)(C)NCC(O)COC(C)(C)C (stereo unspecified)	-9.9&-5.9	-7.0&-3.1
C/C=C(\C)CN1CCN(C/C=C/c2ccccc2)CC1	6.7	6.7
NC(=O)/C(=C\c1ccco1)NC(=O)c1ccc(Br)o1	1.3	-2.7
COc1cccc2sc(NC(=O)CCCS(=O)(=O)Cc3ccccc3)nc12	-5.9	-3.6
Cc1ccc(-c2c(C(=O)NCc3cccnc3)oc(=O)c3ccccc23)cc1	0.8	9.0
O=C(c1ccccc1F)N1CCC(c2nc(-c3ccccc3)no2)C1 (stereo unspecified)	-4.0	-2.0
CCN(CC)S(=O)(=O)c1ccc(Cl)c(C(=O)Nc2ccc([N+](=O)[O-])cc2)c1	6.4	5.7
COCCN1C(=O)c2ccccc2C(C(=O)Nc2cnc3ccccc3c2)C1c1ccc(F)cc1 (stereo unspecified)	5.1	20.0
Cc1cccc(CN2CCCn3nc(C(=O)NCCN4CCCC4)cc3C2=O)c1	-0.8	17.4
O=C(Nc1ccccc1Oc1ccccc1)c1ccc(Br)o1	4.1	-32.8
N=C1NC(=O)/C(=C/c2ccc(-c3ccc(Cl)c(Cl)c3)o2)S1	-2.4	43.0
O=C(NCCCO)c1c(O)c2cccc3c2n(c1=O)CC3	-7.1	-3.0
CCOc1cccc2cc(-c3cc(=O)oc4cc(O)ccc34)c(=O)oc12	-1.3	17.6
COc1ccc(C(=O)Nc2c(C)cc(C)cc2Cl)cc1	-7.9	-4.0
CC(=O)N(Cc1ccccc1)C(c1ccccc1)c1ccccc1	0.4	2.2

Next section
SMILES	Pf apPOL inh	mHTT-CaM PPI inh
Cc1ccc(C2CC(c3ccccc3F)n3ncnc3N2)cc1 (stereo unspecified)	-3.1	7.0
O=C(Cc1nc(-c2ccccn2)n[nH]1)Nc1cccc(Cl)c1	-11.5	99.4*
O=C(CN1C(=O)C2(OCCO2)c2ccccc21)c1ccc(C(F)(F)F)cc1	-5.6	-15.0
COc1cccc(NC(=O)C2CCCN(c3cnn(Cc4ccccc4)c(=O)c3)C2)c1 (stereo unspecified)	-4.6	11.0
O=C(Cc1cn2cc(Br)ccc2n1)Nc1ccc2c(c1)OCCO2	1.7	15.1
Cc1nnsc1C(=O)Nc1ccccc1C(=O)c1ccccc1	-4.9	-8.9
COc1ccc(Oc2ccc(C(F)(F)F)c(NC(=O)C3CCC3C(=O)O)c2)cc1 (stereo unspecified)	-36.4	·
Nc1c(Cl)cnn(-c2ccccc2)c1=O	3.9	-3.2
CCCCc1nc2sc3c(NCCN4CCOCC4)ncnc3c2c2c1COC(C)(C)C2	6.7	1.0
CC(=O)NC(CCS(C)(=O)=O)C(=O)Nc1ccc2c(c1)OCCO2 (stereo unspecified)	-4.6	5.0
COc1ccc(C2NN=C(c3ccc(C)cc3)S2)cc1 (stereo unspecified)	·	3.9
NC(=O)CSc1oc(-c2ccc(F)cc2)nc1S(=O)(=O)c1ccc(Cl)cc1	-2.7	18.0
Cn1cc(C2=CCN(C(=O)c3cc(F)cc(F)c3)CC2)c2cccnc21	-7.2	26.2
O=C1CCC(=O)N1c1ccc(S(=O)(=O)c2ccc(N3C(=O)CCC3=O)cc2)cc1	-0.5	-6.5
CC1C(=O)C(C)C(c2cccs2)NC1c1cccs1 (stereo unspecified)	3.8	-26.0
N#CC1(c2ccccc2)CCc2c(sc3ncnc(N4CCOCC4)c23)C1 (stereo unspecified)	-9.8	-5.0
COc1ccccc1OCCOc1cccc(Cl)c1	-2.7	-111.1
Cc1ccc(S(=O)(=O)N2CCN(C)c3ccccc32)cc1C	-1.3	15.2
COc1ccc(C2=C/C(=C\c3cccc(Cl)c3)C(=O)O2)c(OC)c1	3.8	-62.0
O=C(NC1CCCc2ccccc21)C1CC(=O)N(c2cccc(F)c2)C1 (stereo unspecified)	-3.4	-2.5
C=C(C)Cn1c(CNC(=O)c2ccccc2)nc2ccccc21	-0.7	-16.1
O=C1CSC(c2ccccn2)N1c1ccc(F)cc1F (stereo unspecified)	-2.0	-8.0
N=C(NC(=O)c1cccc(Cn2cc(C(F)(F)F)ccc2=O)c1)c1ccccc1	-7.2	·
COc1cccc(OC2CCN(C(=O)Nc3cc(OC)ccc3OC)CC2)c1	-8.1	21.7
O=C(CCCSc1ccccc1)N1CCN(c2ccccc2)CC1	-26.0	2.0

24 neighbouring records already listed, for reference:
SMILES	Pf apPOL inh	mHTT-CaM PPI inh
COCCN1C(=O)c2ccccc2C(C(=O)Nc2cnc3ccccc3c2)C1c1ccc(F)cc1 (stereo unspecified)	5.1	20.0
Cc1cccc(CN2CCCn3nc(C(=O)NCCN4CCCC4)cc3C2=O)c1	-0.8	17.4
O=C(Nc1ccccc1Oc1ccccc1)c1ccc(Br)o1	4.1	-32.8
N=C1NC(=O)/C(=C/c2ccc(-c3ccc(Cl)c(Cl)c3)o2)S1	-2.4	43.0
O=C(NCCCO)c1c(O)c2cccc3c2n(c1=O)CC3	-7.1	-3.0
CCOc1cccc2cc(-c3cc(=O)oc4cc(O)ccc34)c(=O)oc12	-1.3	17.6
COc1ccc(C(=O)Nc2c(C)cc(C)cc2Cl)cc1	-7.9	-4.0
CC(=O)N(Cc1ccccc1)C(c1ccccc1)c1ccccc1	0.4	2.2
Cc1ccc(C2CC(c3ccccc3F)n3ncnc3N2)cc1 (stereo unspecified)	-3.1	7.0
O=C(Cc1nc(-c2ccccn2)n[nH]1)Nc1cccc(Cl)c1	-11.5	99.4*
O=C(CN1C(=O)C2(OCCO2)c2ccccc21)c1ccc(C(F)(F)F)cc1	-5.6	-15.0
COc1cccc(NC(=O)C2CCCN(c3cnn(Cc4ccccc4)c(=O)c3)C2)c1 (stereo unspecified)	-4.6	11.0
O=C(Cc1cn2cc(Br)ccc2n1)Nc1ccc2c(c1)OCCO2	1.7	15.1
Cc1nnsc1C(=O)Nc1ccccc1C(=O)c1ccccc1	-4.9	-8.9
COc1ccc(Oc2ccc(C(F)(F)F)c(NC(=O)C3CCC3C(=O)O)c2)cc1 (stereo unspecified)	-36.4	·
Nc1c(Cl)cnn(-c2ccccc2)c1=O	3.9	-3.2
CCCCc1nc2sc3c(NCCN4CCOCC4)ncnc3c2c2c1COC(C)(C)C2	6.7	1.0
CC(=O)NC(CCS(C)(=O)=O)C(=O)Nc1ccc2c(c1)OCCO2 (stereo unspecified)	-4.6	5.0
COc1ccc(C2NN=C(c3ccc(C)cc3)S2)cc1 (stereo unspecified)	·	3.9
NC(=O)CSc1oc(-c2ccc(F)cc2)nc1S(=O)(=O)c1ccc(Cl)cc1	-2.7	18.0
Cn1cc(C2=CCN(C(=O)c3cc(F)cc(F)c3)CC2)c2cccnc21	-7.2	26.2
O=C1CCC(=O)N1c1ccc(S(=O)(=O)c2ccc(N3C(=O)CCC3=O)cc2)cc1	-0.5	-6.5
CC1C(=O)C(C)C(c2cccs2)NC1c1cccs1 (stereo unspecified)	3.8	-26.0
N#CC1(c2ccccc2)CCc2c(sc3ncnc(N4CCOCC4)c23)C1 (stereo unspecified)	-9.8	-5.0

Next records.
SMILES	Pf apPOL inh	mHTT-CaM PPI inh
Cc1ccc(-n2c(N3CCCC(C(=O)NCC(C)C)C3)nc3ccsc3c2=O)cc1 (stereo unspecified)	-5.4	9.6
O=C(NC1CCCC1)C1c2ccccc2C(=O)N1Cc1ccc2c(c1)OCO2 (stereo unspecified)	-3.4	-5.0
O=C(CC1SC(=Nc2ccc(O)cc2)NC1=O)Nc1ccc(Br)cc1 (stereo unspecified)	-27.7&-6.9	-2.0&6.7
CCCN(CCC)C(=O)N1CCNC1=O	·	-0.9
Cc1nnc(NC(=O)CCCOc2ccc(Cl)cc2)s1	-1.6	-3.7
Cc1cc(OS(C)(=O)=O)cc2c1C(=O)C(=Cc1cccnc1)O2	-2.7	0.2
Cc1ccc(C(=O)N(c2ccc(Br)cc2)C2C=CS(=O)(=O)C2)cc1 (stereo unspecified)	-5.4	-4.9
CCCC(=O)N1CCC(CCOc2cccnc2)CC1	-1.3	-1.1
O=S(=O)(Nc1ccc(Nc2ccccc2)cc1)c1ccc(F)cc1	-3.2	69.3*
Cc1ccccc1C(=O)N1CC2CC1CC2NC(=O)c1cccs1 (stereo unspecified)	-0.2	-5.1
COc1cccc(CN2CCN(C(=O)c3ccc([N+](=O)[O-])cc3)CC2)c1	-4.5	1.4
O=C1CSC2(CCCCC2)N1c1cccc(C(F)(F)F)c1	-2.1	-5.0
CCN(CC)c1ccc(/C=C2/SC(N3CCCCC3)=NC2=O)cc1	4.2	7.0
N#Cc1cnc2ccc(F)cc2c1N1CCC(C(=O)N2CCOCC2)CC1	-2.1	-9.9
Cc1cccc(C(=O)NCC2CCN(c3cc(-c4ccncc4)[nH]n3)CC2)c1	-6.1	24.2
O=S1(=O)c2ccc(N3CCC[C@@H]3CO)cc2O[C@H]2CCN1C2	-4.6	0.2
O=[N+]([O-])c1ccc(CSc2nc3ccccc3o2)cc1	-2.4&-1.9&-3.9	1.0&-2.2
Cc1ccccc1NC(=O)c1cc(C(C)C)n2nccc2n1	-1.7	-23.0
O=C(NCC1CC1)c1ccc2c(c1)nc1n2CCN(C2CCCCC2)C1=O	4.0	-0.6
CCCCOc1ccc2c3c(c(=O)oc2c1C)CCC3	-0.4	-20.0
COc1ccc(CNCc2ccccc2[N+](=O)[O-])cc1	-1.1	-2.6
O=C(Nc1nc(CC(=O)N2CCCc3ccccc32)cs1)c1ccco1	8.4	7.1
O=C(c1ccc(S(=O)(=O)Cc2ccccc2F)c([N+](=O)[O-])c1)N1CCCCCC1	-5.6	8.0
COc1ccccc1CNc1ccc(C(=O)Nc2ccc(C)c(F)c2)cc1[N+](=O)[O-]	-0.2	31.0
COc1ccc(S(=O)(=O)N=C2C=C(Nc3cccc(C)c3)C(=O)c3ccccc32)cc1	-16.3	91.0*

Following part
SMILES	Pf apPOL inh	mHTT-CaM PPI inh
COc1ccccc1NC(=O)C1=C(C)Nc2nnnn2C1c1ccc(OC)c([N+](=O)[O-])c1 (stereo unspecified)	13.9	4.0
Cc1ccc(C2C3=C(CCCC3=O)N=C3c4ccccc4C(=O)C32)cc1 (stereo unspecified)	3.6	59.0*
CS(=O)(=O)N1CCCc2ccc(NC(=O)Nc3ccc(Cl)c(Cl)c3)cc21	-5.2	-24.5
Cc1c(Cl)c([N+](=O)[O-])nn1CCCC(=O)Nc1sc2c(c1C#N)CCCCC2	-5.5	6.0
CC(C)N1C(=O)C(C)(C(=O)Nc2ccc(Cl)cc2)Oc2cccnc21 (stereo unspecified)	-1.5	26.2
CC1=C(C(=O)Nc2ccc(C)cn2)C(c2ccccc2C)C2=C(CCCC2=O)N1 (stereo unspecified)	-6.8	2.0
COc1ccc(OC)c(NC(=O)c2cccc(Cl)c2)c1	2.5	-9.3
O=C(c1ccco1)N1CCC(CCOCc2cccc(F)c2)CC1	-2.0	19.8
COc1ccc(C(=O)Nc2ccc(Br)c3cccnc23)cc1	-13.7	1.2
CSc1nnc2c(n1)OC(c1cc3c(cc1[N+](=O)[O-])OCO3)N(C(C)=O)c1ccccc1-2 (stereo unspecified)	0.8&-0.6	10.0&16.8
O=C1CCCC2=C1C(c1ccc(F)cc1)n1nc(SCc3ccccc3F)nc1N2 (stereo unspecified)	-4.8	4.0
CCCCN1C(=O)C(C)(C(=O)Nc2ccc(F)c(F)c2)Oc2cccnc21 (stereo unspecified)	-5.5	12.1
OCCSc1ccc(-c2ccc(SCCO)cc2)cc1	-7.4	-4.8
O=C(CSc1nc2c(c(=O)n1-c1ccc(Cl)cc1)SCC2)N1CCCCCC1	5.5	-2.0
CCCCCCOc1ccc(NC(=O)CC2SC(=N)NC2=O)cc1 (stereo unspecified)	-5.0	1.0
CN1C(=O)c2cccnc2Sc2cc(C(=O)Nc3cccc(F)c3)ccc21	-3.2	-2.6
Cc1ccccc1C(=O)N1CC(C(=O)N2CCCCC2)C(c2ccccc2)C1 (stereo unspecified)	1.8	9.8
Clc1ccc(-n2nnnc2-c2ccccc2)cc1	-2.9	-14.5
COc1ccc(OC)c(NC(=O)Cc2ccc(F)cc2)c1	-0.4	7.3
c1ccc2c(c1)CCN(c1ncnc3scc(-c4ccc5ccccc5c4)c13)C2	-3.7&-7.4	·
Cc1ccc(C(=O)N/C(=C/c2ccc3c(c2)OCO3)C(=O)Nc2ccc(F)cc2)cc1C	-8.5	-2.0
CCC(=O)NCCc1csc(C2CCCN(C(=O)CC(C)(C)C)C2)n1 (stereo unspecified)	-1.7	0.3
Cc1cc(C)c(NC(=O)c2cnc3n(c2=O)CCS3)c(C)c1	1.1	4.0

Rows are unselected; about 3.5% have a hit in one of these screens.
